Source: PubChem BioAssay
esBAF inh: Bmi1 luciferase reporter increase in mESCs, primary screen, esBAF inhibitor project, mouse ES cells, Bmi1 luciferase knock-in, single point; 24 h; 100% = twice the neutral-well signal; reporter increase, % at 12.5 µM; actives 2% (n = 350,000); AID 602393, 2012; in the data active = activation above about 40%; inconclusive = no clear call, values can overlap the other calls;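 note: 0% = median of the plate's neutral control wells and 100% = double that signal; a rise in the Bmi1 reporter signal indicates esBAF inhibition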
S100A4 inh HTS: inhibitors of S100A4-myosin IIA peptide binding, primary screen, biochemical, fluorescence polarization, TAMRA-MyoIIA peptide. inhibition, % at 10.7 µM. actives 0.14% (n = 360,000). Protein S100-A4 (Homo sapiens), P26447. AID 652163, 2013;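 active = mean inhibition of at least 70% across replicates, with every replicate also reaching that level; inconclusive = mean inhibition reaches 70% but some replicates fall short; inactive = mean inhibition below 70%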
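assay system = human S100A4 monomer with TAMRA-labelled myosin IIA peptide | also added = labelled myosin peptide probe, 5 nM | incubation = 5 min between mix addition and reading | control set = DMSO and TFP controls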
ERp5 block: inhibitors of ERp5-driven insulin aggregation, primary screen, biochemical, turbidity, absorbance 650 nm, single point | Protein disulfide-isomerase A6 (Homo sapiens), Q15084 | 90 min | inhibition, % at 9.99 µM | actives 0.05% (n = 350,000) | AID 651711, 2012;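 active = mean replicate inhibition above about 25%, with every replicate also reaching it, limit read from the data, passing the limit was not always enough; inconclusive = only one of those two criteria met; inactive = neither criterion met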
RAD52 anneal inh: RAD52 DNA annealing inhibitors, primary screen, biochemical, FRET, single point, set 2; DNA repair protein RAD52 homolog (Homo sapiens), P43351; recombinant RAD52 DNA annealing, FRET fluorescence; actives 0.46% (n = 360,000); inhibition, % at 18.7 µM;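 active = every replicate showing at least 50% inhibition; inconclusive = mean inhibition at least 50% but not in every replicate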
Target sequence (P43351 whole entry, looked up): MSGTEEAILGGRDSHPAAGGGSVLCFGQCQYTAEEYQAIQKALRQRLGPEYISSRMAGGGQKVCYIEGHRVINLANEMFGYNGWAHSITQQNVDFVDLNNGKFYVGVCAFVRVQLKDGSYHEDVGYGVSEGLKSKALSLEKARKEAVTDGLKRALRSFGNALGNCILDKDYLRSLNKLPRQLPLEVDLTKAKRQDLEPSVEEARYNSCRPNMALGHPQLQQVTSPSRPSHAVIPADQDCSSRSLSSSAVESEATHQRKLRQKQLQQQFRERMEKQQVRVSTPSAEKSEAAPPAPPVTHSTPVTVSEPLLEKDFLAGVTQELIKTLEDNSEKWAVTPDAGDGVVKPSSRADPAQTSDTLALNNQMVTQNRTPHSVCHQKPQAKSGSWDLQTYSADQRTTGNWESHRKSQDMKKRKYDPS
RAD54 inh: inhibitors of human RAD54 branch migration, primary screen, biochemical, fluorescence, single point. RAD54 Holliday junction branch migration, FAM/BHQ fluorescence. inhibition, % at 10.4 µM. actives 0.14% (n = 360,000). DNA repair and recombination protein RAD54-like (Homo sapiens), Q92698;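 active = mean normalized replicate activity at least 40 and at least half of replicates scoring 40 or more; inconclusive = only one of the two criteria met; inactive = mean below 40 and under half of replicates reaching 40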;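 note: 0% = median of neutral control wells and 100% = median of positive control wells; inhibitors cause a drop in the FAM fluorescence signal; in these data hits start at about 50%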
XiGFP reactiv: activators of inactive X chromosome reactivation, primary screen, imaging, XiGFP fibroblasts, GFP high-content imaging, set 2; XiGFP mouse fibroblasts, % GFP-positive cells imaging, 3 d; cells co-treated with 5-aza-dC sensitizer; scaled so ellipticine positive control = 100%; activation, % at 7.58 µM; actives 0.055% (n = 360,000);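 active = mean normalized replicate activation at least 10% and every replicate at or above 10%; inconclusive = only one of the two criteria met; inactive = mean below 10% and not all replicates reach 10%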;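 note: 0% = median of on-plate neutral control wells and 100% = ellipticine 6 µM median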
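Schedule: 3 d treatment, 15 min room-temperature fixation; system: 68-5-11 XiGFP fibroblast line; buffer or medium: DMEM plus 5-aza-dC sensitizer; control set: ellipticine 6 µM positive control; compound: one concentration, pinned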
E-sel inducer: E-selectin induction in HUVECs, primary screen, imaging, HUVEC, immunofluorescence imaging, single point; AID 686992, 2013; P16581; normalized: neutral wells 0, TNF-alpha wells 100; activation, % at 7.58 µM; actives 0.37% (n = 260,000);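 active = mean E-selectin-positive cell signal at least 10% of the positive control, reached in at least 60% of replicates, without over 20% cell loss; inconclusive = no rule given, readout overlaps actives, possibly toxicity-flagged; inactive = the rest, including those meeting only one limit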;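 note: in these data hits start at about 27%; measured in HUVEC primary endothelial cells; signal is the percent of cells scored E-selectin positive by PE staining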
Target sequence (P16581 whole entry, looked up): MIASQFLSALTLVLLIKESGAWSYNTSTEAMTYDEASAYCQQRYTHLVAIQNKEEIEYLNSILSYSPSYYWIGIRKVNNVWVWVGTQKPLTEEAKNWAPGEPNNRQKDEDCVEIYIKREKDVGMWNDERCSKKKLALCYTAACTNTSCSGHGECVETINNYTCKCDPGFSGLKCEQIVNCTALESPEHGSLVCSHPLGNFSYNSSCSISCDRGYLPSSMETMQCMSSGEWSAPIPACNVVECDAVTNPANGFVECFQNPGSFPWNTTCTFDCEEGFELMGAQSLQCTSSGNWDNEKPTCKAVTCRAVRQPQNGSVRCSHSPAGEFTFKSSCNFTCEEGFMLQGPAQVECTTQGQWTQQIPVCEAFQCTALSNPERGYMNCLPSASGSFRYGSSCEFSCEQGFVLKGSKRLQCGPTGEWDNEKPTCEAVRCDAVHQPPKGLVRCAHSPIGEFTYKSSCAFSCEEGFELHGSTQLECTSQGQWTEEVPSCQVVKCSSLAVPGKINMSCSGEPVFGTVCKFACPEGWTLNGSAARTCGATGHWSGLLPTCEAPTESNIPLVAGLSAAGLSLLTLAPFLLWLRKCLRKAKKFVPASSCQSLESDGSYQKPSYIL
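System: HUVEC, human umbilical vein endothelial cells; quantity: 3,000 cells/well; buffer or medium: EGM-2 medium, gelatin-coated wells; dosing: single-point compound dose; detection: immunofluorescence imaging; evaluation: % PE-positive cells; benchmarks: TNF-alpha, DMSO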
ERAP1 inh: human ERAP1 aminopeptidase inhibitors, primary screen, biochemical, single point, plate reader; recombinant ERAP1, Leu-AMC fluorescence, 60 min; AID 652197, 2013; inhibition, % at 10.7 µM; actives 0.15% (n = 340,000);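 active = mean replicate inhibition of at least 30%, or all replicates individually reaching that 30% level; inactive = mean below 30% and not every replicate reaching it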;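 note: 0% = neutral control wells and 100% = L-leucinethiol positive control wells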
Starred values were filed as active, the others as inactive; u = inconclusive; x = no result given; & = joins results of further samples.

SMILES	esBAF inh	S100A4 inh HTS	ERp5 block	RAD52 anneal inh	RAD54 inh	XiGFP reactiv	E-sel inducer	ERAP1 inh
Cc1ccccc1-c1nc(CN2CCC(C(=O)N3CCN(c4ccccn4)CC3)CC2)c(C)o1	5	-3	3	-14	-1	0.3	x	-4
CC1(c2ccccc2)NC(=O)N(CC(=O)N2CC(=O)Nc3ccccc32)C1=O (configuration not stated)	0	4	0	-9	x	0.0	0.9	-4
Cc1ccc(C#N)c(SCC(=O)Nc2nccs2)n1	x	-14	-5	-11	x	0.0	x	-2
COc1ccc(S(=O)(=O)N2CCC(C(=O)NC3CCCCC3)CC2)cc1C	1	0	7	-16	-3	0.3	-0.1	-1
Cc1scc(C(=O)N/N=C/c2ccsc2)c1C	x	-1	10	-22	-1	0.0	x	1
CC1C(=O)N(Cc2cn(CCC3OCCCO3)nn2)CCS(=O)(=O)N1Cc1ccc(-c2ccc(Cl)nc2)cc1 (configuration not stated)	4	1	-3	3	-1	0.1	-6.4	x
CCCC(=O)Nc1ccc(Cl)c(NC(=S)NC(=O)c2ccco2)c1	x	-1	2	-21	x	0.0	x	0
O=C(C[C@H]1C[C@@H]2c3cc(NC(=O)NC4CCCCC4)ccc3O[C@@H]2[C@H](CO)O1)NCCc1ccccc1	x	2	5	6	x	0.0	0.5	-2
O=C(NC1CCCCC1)c1csnn1	x	-7	-8	-17	x	0.0	3.3	1
COc1cccc(-c2nnn(C/C(N)=N/O)n2)c1	31	-1	3	-16	4	0.0	x	-4
CSc1ncccc1C(=O)OCC(=O)N(CC(C)C)c1c(N)n(Cc2ccccc2)c(=O)[nH]c1=O	3	0	-6	-5	9	0.0	-1.2	0
CCCOc1ccc(S(=O)(=O)N2C(=O)CC(=O)N(Cc3ccc(OCC)cc3)C2=O)cc1	x	-1	-8	-43	x	0.0	x	5
COc1ccc(/C=C/C2=NN(Cc3ccccc3)C(=O)CC2)cc1	16	-3	u	-12	x	0.0	1.3	-3
CCN(CCCNS(=O)(=O)c1cc(-c2cc(C)no2)ccc1C)Cc1ccccc1	8	0	-6	-4	4	0.1	-0.3	1
Clc1ccc(Cn2ccc3ccccc32)cn1	7	1	1	-10	-10	0.1	0.1	0
COc1ccccc1NC(=O)NNC(=O)CN1C(=O)COc2ccccc21	-3	8	2	3	-2	0.0	-0.2	-3
O=C(Nc1c(F)c(F)c(F)c(F)c1F)c1ccc(Br)o1	-3	-2	0	-3	-10	0.2	0.3	4
C=CC[C@@H](Cc1ccc(F)cc1)C(=O)OC[C@@H]1CCCN1C(=O)[C@@H](CC=C)CC(=O)N(CCO)Cc1ccccc1	1	9	-2	-5	-6	-0.1	-0.4	-3
Cc1nc([N+](=O)[O-])c(C(=O)OCc2ccccc2Br)n1C	x	0	2	-15	x	0.0	7.4	-3
CC(C)Oc1ccc(/C=C(\C#N)C(=O)NC2CC2)cc1	7	3	5	-4	9	-0.1	0.7	4

Retrieved by structure from the entries so far:
SMILES	esBAF inh	S100A4 inh HTS	ERp5 block	RAD52 anneal inh	RAD54 inh	XiGFP reactiv	E-sel inducer	ERAP1 inh
COc1ccc(S(=O)(=O)N2CCC(C(=O)NC3CCCCC3)CC2)cc1C	1	0	7	-16	-3	0.3	-0.1	-1
O=C(C[C@H]1C[C@@H]2c3cc(NC(=O)NC4CCCCC4)ccc3O[C@@H]2[C@H](CO)O1)NCCc1ccccc1	x	2	5	6	x	0.0	0.5	-2

Later entries:
SMILES	esBAF inh	S100A4 inh HTS	ERp5 block	RAD52 anneal inh	RAD54 inh	XiGFP reactiv	E-sel inducer	ERAP1 inh
O=C(NNC(=O)c1cc(-c2ccc(Cl)cc2)nc2ccccc12)c1csc(N2CCOCC2)n1	-11	-2	13	-5	x	0.1	3.4	-1
C[C@H](CO)N1C[C@H](C)[C@H](CN(C)S(C)(=O)=O)Oc2ccc(NC(=O)Nc3ccccc3)cc2C1=O	1	-2	3	-8	4	0.1	-0.7	-1
CCOC(=O)CC(NC(=O)CCc1c(C)nc2nc(C)nn2c1C)c1ccc(C)cc1 (configuration not stated)	x	-5	-3	-3	x	0.5	x	-2
Fc1ccc(NC(=S)NCc2cccnc2)cc1	x	2	-3	-3	x	0.1	x	-3
COCCN(C(=O)C(C)C)c1nnc(-c2cccc(C)c2)s1	4	0	-1	-13	-5	x	x	3
COc1ccc2c3c(n(C)c2c1)[C@H](CO)N(Cc1ccccc1OC)CC31CCN(CC2CCOCC2)CC1	x	0	-4	-1	x	0.6	0.1	1
CNC[C@@H]1OCc2ccccc2-c2c(n(C)c3ccccc23)C(=O)N([C@H](C)CO)C[C@@H]1C	-6	10&-1	-3&3	19&3	-9	0.5&-0.5	0.1&0.7	-1&-3
CCOC(=O)[C@@H]1[C@H]2COc3ccccc3[C@@H]2N2C(=O)N(c3ccc(Cl)cc3)C(=O)[C@]12C	4	-9	8	-3	8	0.0	0.1	6
O=C(C[C@H]1C[C@H]2c3cc(NC(=O)Nc4ccc(C(F)(F)F)cc4)ccc3O[C@H]2[C@H](CO)O1)NCc1ccc2c(c1)OCO2	8	1	-1	-1	-12	-0.1	-0.3	-2
O=C1NC(Cc2c[nH]c3ccccc23)C(=O)N1Cc1ccc(CN2C(=O)NC(Cc3c[nH]c4ccccc34)C2=O)cc1 (configuration not stated)	5	-4	-6	-14	-3	-0.1	x	-5
COc1ccc(CCCC(=O)Nc2cc(C)ccc2OC)cc1	-8	0	2	8	-6	0.1	x	7
C[C@@H]1CN([C@H](C)CO)C(=O)c2cc(NC(=O)CCC(F)(F)F)ccc2O[C@@H](C)CCCCO[C@@H]1CN(C)S(=O)(=O)c1ccc(Cl)cc1	-4	-8	0	-1	0	0.4	0.0	0
COc1cc(/C=C/C(=O)OCC(=O)NCCc2ccc(S(N)(=O)=O)cc2)ccc1OCC#N	-6	-4	-4	-7	9	0.0	-0.2	-1
C[C@@H]1CN([C@@H](C)CO)C(=O)c2cc(N(C)C)ccc2O[C@@H](C)CCCCO[C@H]1CN(C)Cc1ccccc1	-6	1	2	-2	-1	-0.1	0.1	-4
O=C(NN=Cc1ccc([N+](=O)[O-])cc1)C1CC1	7	-1	-3	-8	-4	0.2	-0.2	4
COc1cccc(/C=C/c2ccc3cccc(O)c3n2)c1	-62	-2	2	-2	6	0.2	0.0	7
O=C(COC(=O)c1ccc2ncsc2c1)Nc1cc(Cl)ccc1F	28	-1	-2	0	10	0.1	-0.3	0
C[C@H]1CN([C@@H](C)CO)C(=O)c2cccc(NS(=O)(=O)c3cccs3)c2O[C@@H]1CN(C)S(=O)(=O)c1ccccc1	2	1	0	-4	3	-0.6	0.0	1
C[C@H](CO)N1C[C@H](C)[C@H](CN(C)Cc2ccncc2)Oc2ccc(NC(=O)Cn3cnnn3)cc2CC1=O	6	-3	0	-12	17	0.0	-0.4	-4
CC1CCN(C(=O)COC(=O)c2cccs2)CC1	65*	-1	-2	-6	1	0.0	-0.4	3
O=C(C[C@H]1C=C[C@@H](NC(=O)Nc2ccccc2F)[C@@H](CO)O1)NCc1ccc(F)cc1	1	-5	-3	2	-7	0.5	-0.9	21
CCOc1ccccc1NC(=O)N1CCc2ccccc2C1	2	-10	4	-25	-4	0.0	-0.1	2
CC(=O)Nc1cccc(NC(=O)c2ccc(C)c([N+](=O)[O-])c2)c1	16	-2	5	-22	x	0.1	x	5
COc1cccc(-c2nnc(-c3ccccc3NC(=O)c3ccc(C(C)(C)C)cc3)o2)c1	x	5	-4	0	5	0.3	9.8	0
CCC(=O)Nc1cccc(C2=NOC3(C2)C[C@H](C(N)=O)N(C(=O)c2ccc(Cl)cc2)C3)c1 (some centres not stated)	-7	-1	-3	-4	-5	0.0	0.0	1
COc1ccc2[nH]c3c(c2c1)CCN1C(=O)C(CC(=O)NCCc2ccccn2)C[C@H](C(=O)N2CCOCC2)[C@@]31CCC1CCCC1 (some centres not stated)	7	1	-1	-11	-4	0.0	x	x
COc1ccc(S(=O)(=O)Nc2ccc3c(c2)C(=O)N([C@H](C)CO)C[C@H](C)[C@H](CN(C)Cc2ccc(C(F)(F)F)cc2)O3)cc1	-2	0	-7	-55	4	0.1	0.5	0
COc1ccc(NC(=O)CCC(=O)NCCO)cc1	-3	-1	4	-7	x	0.1	x	4
CN(C)CCCN(C(=O)c1ccc(S(=O)(=O)N2CCCC2)cc1)c1nc2ccc(Br)cc2s1	-11	6	-2	7	14	0.1	x	0
CCOC(=O)C(C)Oc1cccc2c(=O)n(CC(=O)Nc3ccc(OCC)cc3)ccc12 (configuration not stated)	-6	10	-4	-15	1	0.0	0.2	-8
O=C(C[C@@H]1CC[C@@H](NC(=O)c2cccnc2)[C@H](CO)O1)NCc1ccc(Cl)c(Cl)c1	-3	-12	-10	-5	1	0.4	0.1	0
O=C(Nc1cc2ccccc2oc1=O)c1ccccc1	x	-2	-3	-12	x	0.1	x	12
CO[C@H]1CN(C)C(=O)c2cc(NC(=O)C3CC3)ccc2OC[C@@H](C)NC[C@@H]1C	-1	-7	-1	4	-5	0.2	0.8	-3
O=C(CN1CCC(C(=O)c2cccc(Cl)c2)CC1)Nc1ccc(C(=O)O)cc1	x	-3	3	-19	x	0.0	x	-15
CCOc1ccc(NC(=O)c2ccc(CSc3nnc(C)s3)cc2)cc1	x	4	-4	-16	x	0.1	x	-1
COc1ccc2c3c([nH]c2c1)[C@H](CO)N(C(=O)CC1CC1)CC31CN(Cc2ccncc2)C1	x	10	-2	7	x	0.2	-0.6	1
CC(C)C[C@@H](CSc1ccccc1)N1CCN(CCc2ccccc2)CCC1=O	39	0	0	2	-3	-0.1	-0.1	x
O=C(Nc1ccc(Cl)cn1)C1CCN(c2ncnc3c2nc2n3CCCCC2)CC1	15	4	3	-9	-13	0.0	x	-2
C/C(=N\NS(=O)(=O)c1ccc([N+](=O)[O-])cc1)c1c[nH]c2ccccc12	-2	2	11	2	-4	0.3	0.3	7
CC(C)C[C@H]1CN(CCCC[C@H]2CNC(=O)C(=O)N2Cc2ccccc2)C(=O)C(=O)N1CCC1CCCCC1	x	-9	0	-3	x	0.0	-0.4	x
COc1ccc(NC(=O)CSCC(=O)N(C)CC(=O)Nc2cccc3ccccc23)cc1	-1	-20	1	-9	-9	0.0	1.9	-2
O=C(CCC1CCCC1)N=C1SC2CS(=O)(=O)CC2N1c1ccccc1F (configuration not stated)	0	8	-7	-1	-6	0.1	12	1
CC1=CC(c2ccccc2)=NS(=O)(=O)N1	6	-3	0	-11	-3	0.2	x	-1
CN(C)C(=S)NC(=NCc1ccc([N+](=O)[O-])cc1)c1ccccc1	7	-6	4	-6	-8	0.0	0.2	1
O=[N+]([O-])c1cc(/C=N/N2CCOCC2)cs1	-3	-1	-4	-11	8	0.0	-0.1	1
COc1ccc(NC(=O)c2ccc(NC(=O)c3ccncc3)cc2)cc1	-2	-10	4	-5	-5	0.1	-0.1	-2
